# From PubChem BioAssay
# D2 PAM – positively modulates the human D2 dopamine receptor allosterically. HEK293 T-REx D2, calcium flux, EC20 dopamine potentiation. AID 485347. P14416. potentiation, % at 10 µM. actives 0.34% (n = 340,000);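 active = potentiation over 3 SD above the plate norm, cut at about 30% in these data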; note: 0% is about no effect
# Target sequence (P14416 whole entry, looked up): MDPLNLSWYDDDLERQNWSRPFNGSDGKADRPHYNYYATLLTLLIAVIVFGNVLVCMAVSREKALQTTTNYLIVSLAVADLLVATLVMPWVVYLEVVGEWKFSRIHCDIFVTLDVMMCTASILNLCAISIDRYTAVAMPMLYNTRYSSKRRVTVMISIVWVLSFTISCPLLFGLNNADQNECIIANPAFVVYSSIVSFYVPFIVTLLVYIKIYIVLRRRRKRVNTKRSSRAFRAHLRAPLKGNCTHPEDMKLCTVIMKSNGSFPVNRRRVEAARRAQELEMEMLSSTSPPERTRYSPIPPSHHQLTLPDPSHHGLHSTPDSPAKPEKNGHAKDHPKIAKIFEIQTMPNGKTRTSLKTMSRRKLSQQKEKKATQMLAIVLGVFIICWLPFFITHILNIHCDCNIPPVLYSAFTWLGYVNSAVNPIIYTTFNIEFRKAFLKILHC
#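 Potentiation of an EC20 dopamine calcium response is measured in a force-coupled, tetracycline-inducible Hek293 Trex D2 line. Compound-only kinetic reads over 180 s flag agonists before dopamine addition.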
# TRHR enhancer – allosterically enhances the human TRH receptor. enhancement, % at 2 µM. actives 0.66% (n = 360,000). TRHR cells, fluo-8 calcium fluorescence, EC20 TRH enhancement. P34981; in the data active = enhancement above about 30%; note: 0% is about no effect
#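 TRHR-expressing cells loaded with fluo-8 calcium dye were read kinetically (ex 480/em 530) during compound addition, then stimulated with an EC20 of TRH (10 nM final). Enhancement of the Gq-mediated intracellular calcium response was scored.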
# D2 antagonist – antagonists of human D2 dopamine receptor. P14416. HEK293 TREx D2 cells, calcium flux, dopamine EC80. inhibition, % at 10 µM. actives 2% (n = 340,000). AID 485344; in the data active = inhibition above about 30%; note: 0% is about no effect
#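 Dopamine at EC80 is the agonist stimulus; test compounds precede it by 180 s. Calcium flux read kinetically in a force-coupled, inducible HEK293 T-REx D2 cell line.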
# D1 PAM – enhances dopamine response at the human D1 receptor | HEK293 TREx D1 cells, calcium flux, dopamine EC20 potentiation | P21728 | actives 0.036% (n = 360,000) | potentiation, % at 10 µM; in the data active = potentiation above about 30%; note: 0% is about no effect
# Target sequence (P21728 whole entry, looked up): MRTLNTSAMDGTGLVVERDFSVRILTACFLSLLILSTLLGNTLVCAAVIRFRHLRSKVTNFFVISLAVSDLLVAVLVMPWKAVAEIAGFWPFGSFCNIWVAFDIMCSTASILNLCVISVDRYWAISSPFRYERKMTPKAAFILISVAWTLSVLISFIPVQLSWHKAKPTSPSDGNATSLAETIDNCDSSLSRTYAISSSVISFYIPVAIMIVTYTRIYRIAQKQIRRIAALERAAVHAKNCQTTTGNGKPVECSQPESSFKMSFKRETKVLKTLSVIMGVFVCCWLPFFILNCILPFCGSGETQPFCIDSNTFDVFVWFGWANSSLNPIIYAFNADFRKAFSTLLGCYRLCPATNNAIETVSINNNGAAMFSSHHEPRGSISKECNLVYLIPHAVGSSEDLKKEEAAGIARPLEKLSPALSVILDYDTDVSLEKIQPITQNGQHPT
# D1 antag – human D1 dopamine receptor antagonism; actives 3.2% (n = 360,000); P21728; HEK293 TREx D1 cells, calcium flux, dopamine EC80; stronger effect = lower value; activity change, negative = inhibition, % at 10 µM; in the data active = activity change below about -30%; note: % is set by controls: 0 for no effect and ±100 for the full control effect
#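 After overnight tetracycline induction at 30 C, force-coupled D1 HEK293 cells took up a no-wash calcium dye at room temperature. Compounds were added and monitored 180 s, and the response to EC80 dopamine was then recorded.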
# D1 agonist – activates the human D1 dopamine receptor; actives 1% (n = 360,000); AID 504660; HEK293 T-REx D1 cells, calcium flux, agonist mode; activation, % at 2 µM; P21728; in the data active = activation above about 30%; note: 0% is about no effect
#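 Agonism was scored from calcium flux recorded over 180 s (1 read/s) after pintool compound addition, following a 10-cycle baseline. Cells were inducible force-coupled HEK293 TREx D1, plated overnight at 30 C and loaded with no-wash calcium dye.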
# RXFP1 antag – antagonists of human relaxin receptor RXFP1; actives 0.59% (n = 350,000); activity change, negative = inhibition, % at 57.5 µM; HEK293-RXFP1, relaxin-stimulated cAMP HTRF, 30 min; stronger effect = lower value; AID 1259400;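 active = activity change of -60% or lower, but not beyond a set lower limit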; note: % is set by controls: 0 for no effect and ±100 for the full control effect
# D2 agonist – D2 dopamine receptor (human) agonism | P14416 | HEK293 T-REx D2 cells, calcium flux agonist mode | activation, % at 2 µM | actives 0.53% (n = 340,000);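 active = activation over 3 SD above normal in the single-dose calcium agonist read, cut at about 30% in these data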; note: 0% is about no effect
#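 Calcium-flux readout, 1 cycle/sec over 180 s following compound pin transfer, in inducible HEK293 Trex D2 cells (force-coupled); dopamine controls included. Positive calcium responses during this window marked compounds as potential agonists.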
# RXFP1 ag – agonists of human relaxin receptor RXFP1. Q9HBX9. HEK293T-RXFP1 cAMP TR-FRET, 30 min; response scale: percent of porcine relaxin response, buffer zero. Potency, µM (doses to about 57.5 µM), for inactives: at the highest dose activation, usual class: activators. actives 0.3% (n = 370,000); active = well fitted activation curve with a large enough effect; note: potency is the fitted concentration of half-maximal effect; % is set by controls: 0 for no effect and ±100 for the full control effect; nearly all actives have a fitted effect of over 60% in size; many of its hits are not listed in these tables
#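 cAMP rise read by TR-FRET after 30 min, 37C compound exposure (up to 58 uM) in RXFP1-transfected HEK293 cells with Ro 20174 present. EC50 from Hill-equation fits, with 29 nM porcine relaxin as 100% and buffer as basal.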
# An asterisk follows results filed as active; nt = not tested or not shown. Some of the compounds tested; rates above refer to the full screens.
SMILES,D2 PAM,TRHR enhancer,D2 antagonist,D1 PAM,D1 antag,D1 agonist,RXFP1 antag,D2 agonist,RXFP1 ag
CCc1cc2c(=O)n(-c3ccccc3)c(SCC(=O)O)nc2s1,-3.2,-8.8,-13.5,-2.2,-10.7,1.9,1.7,-0.1,-3.9%
CCCn1nc(NS(=O)(=O)c2cccc3nonc23)c2cc3cccc(C)c3nc21,5.0,-1.9,-4.0,0.6,-4.5,3.7,10.3,-0.4,1.8%
Cc1ccccc1C(=O)NNC(=O)C1CCN(C(=O)Nc2ccccc2)CC1,-6.4,-1.8,5.3,-7.2,-45.1*,0.0,3.5,0.4,2.1%
CCCSc1nc2c3c(sc2c(=O)[nH]1)CC(C)(CC)OC3 (configuration not stated),nt,2.3,nt,-2.9,nt,-1.2,-16.0,nt,22.0%
CCOc1ccc(CNc2ccc3c(c2)ncn3C(C)(C)C)cc1,8.5,-2.4,0.5,-2.9,2.4,5.7,6.4,2.7,2.9%
Cc1c(NC(=O)c2cc3ccccc3o2)cccc1-c1nc2ccccc2o1,4.0,3.9,nt,0.1,10.8,9.8,-5.7,-2.8,-0.1%
OCCC1CN(Cc2ccc(Oc3ncccn3)cc2)CCN1C1CCCC1 (configuration not stated),-2.2,-2.3,-5.7,-3.0,6.3,0.1,-3.1,0.6,1.5%
COc1ccc(N2C(=S)N=C(Nc3cccc(C)c3)C23CCCCC3)cc1,-18.3,3.0,1.4,-4.5,1.1,4.3,-1.3,-1.1,1.7%
COCCn1nnnc1C(c1ccc(Cl)cc1)N1CCN(C(=O)c2ccco2)CC1 (configuration not stated),3.5,3.4,1.4,12.7,-3.8,2.5,3.9,4.2,2.0%
CC(NC(=O)c1cnc2ccccc2n1)c1ccccc1 (configuration not stated),-0.4,9.8,-15.7,-4.0,0.0,9.9,-22.2,0.0,-0.9%
O=C(NC(c1cccnc1)C(F)(F)F)c1cc(COc2ccc3c(c2)CCCC3)on1 (configuration not stated),13.3,5.7,-21.2,11.4,-17.5,15.7,15.7,0.5,-0.5%
COc1cccc(C2C3=C(N=c4s/c(=C\c5cccc(O)c5)c(=O)n42)c2ccccc2CC3)c1OC (configuration not stated),-0.4,-0.3,nt,2.1,-4.4,7.0,nt,nt,-1.3%
COc1ccccc1N=Nc1ccc(O)c2ncccc12,15.3,7.5,-30.2,4.3,10.5,0.3,-4.1,nt,-0.6%
O=C(CCS(=O)(=O)c1ccccc1)N1CCOCC1,-0.6,-0.4,-7.9,-2.0,17.7,3.3,-3.9,1.2,1.7%
COCCNC(=O)c1c(N)n(-c2cccc(C)c2)c2nc3ccccc3nc12,7.6,4.7,4.0,2.0,-12.6,3.3,-5.1,0.2,3.6%
COc1cc(/C=N/NC(=O)C(=O)/C=C2\NC(C)(C)Cc3ccccc32)ccc1O,3.2,6.6,0.0,1.8,-3.1,4.0,-21.0,1.8,0.3%
CC(=O)c1cccc(NC(=O)Nc2ccccc2)c1,-2.5,-4.6,-23.6,-3.8,-0.7,9.6,-0.6,1.2,-0.6%
COc1cccc(CC2(CO)CCN(Cc3cn(C)nc3C)CC2)c1,-1.9,2.1,-1.6,2.9,0.0,3.7,-1.3,1.9,2.6%
COc1ccccc1N(C)S(=O)(=O)c1ccc(C(=O)NCC2CCCCC2)cc1,-28.4,-14.4,79.8*,-7.1,-9.0,3.0,4.5,-0.1,-2.2%
O=C1NC(c2ccco2)Nc2ccccc21 (configuration not stated),1.2,-1.1,-2.8,6.5,3.8,4.3,-0.4,-0.4,1.5%
CCOc1cccc(SCc2noc(C(=O)NC(C)C)c2C(=O)O)c1,11.2,-1.6,4.1,1.2,3.2,-0.9,nt,-0.9,0.9%
CCc1ccc(N2CC(C(=O)N/N=C/c3cccc([N+](=O)[O-])c3)CC2=O)cc1 (configuration not stated),-2.5,6.4,-0.5,-7.3,-19.9,1.2,9.9,-0.3,0.4%
Cc1cccc(N2CC(C(=O)OCC(=O)c3ccc(OC(=O)c4cccs4)cc3)CC2=O)c1C (configuration not stated),5.3,-0.2,-16.2,-8.2,8.2,3.9,-3.7,0.0,1.4%
Nc1nonc1-n1nnc(C(=O)N/N=C/C2CCCCC2)c1-c1ccccc1,38.6*,-1.0,-14.1,0.3,-6.8,-0.1,14.3,0.6,1.4%
Cc1cnc(NC(=O)c2ccc3c(c2)OCCO3)s1,-9.1,-1.9,1.1,-2.3,5.2,4.0,8.2,0.7,3.3%
O=C(/C=C/c1ccc(S(=O)(=O)NCc2ccco2)cc1)N1CCN(c2ccccc2)CC1,10.4,-1.3,-0.1,-1.3,1.7,-1.6,-0.6,0.3,-0.8%
Cc1cccc(Cc2nnc(NC(=O)c3cccc(S(=O)(=O)N4CCOCC4)c3)s2)c1,6.5,3.8,-1.7,-3.5,-0.2,4.2,5.3,-0.9,2.6%
CCOc1ccccc1OCCCC(=O)Nc1cccc(-n2cnnn2)c1C,-10.5,4.2,-15.1,2.1,6.9,4.3,2.5,0.0,1.7%
CCOP(=O)(OCC)C(NC(=O)NS(=O)(=O)c1ccc(C)cc1)c1ccccc1 (configuration not stated),3.3,8.4,-13.5,0.2,2.0,0.7,11.3,0.6,0.1%
COc1ccc(-c2csc3ncnc(Nc4ccc(OC)cc4OC)c23)cc1,4.2,-3.1,nt,0.2,-8.6,0.3,6.8,0.0,1.8%
Cn1nnnc1SCCNCc1ccccc1OCc1ccccc1,-6.6,-3.5,6.6,-2.7,-22.0,13.8,17.1,1.4,0.3%
CCCN1C(=O)/C(=C/c2nc3ccccc3c(=O)[nH]2)c2cc(C)ccc21,3.2,-0.6,-2.5,-0.4,9.4,3.8,-4.1,0.7,0.5%
Cc1cc(S(=O)(=O)N(Cc2cccs2)Cc2ccccc2F)ccc1-n1cnnn1,-8.0,-6.0,-22.0,-12.1,-1.8,5.8,2.8,0.7,3.6%
CCOC(=O)/C(=N/Nc1ccccc1)N1CCCc2ccccc21,1.0,5.6,8.4,-3.6,-2.3,9.7,-9.3,-1.2,-5.9%
Cc1c(NC(=O)CSc2ncccn2)c(=O)n(-c2ccccc2)n1C,9.0,-0.7,-3.9,-2.9,-0.3,1.6,3.3,0.4,-1.0%
Cc1cc(C)cc(Oc2ccc(S(=O)(=O)N3CCN(C)CC3)cn2)c1,8.1,-3.3,-19.9,-2.6,-10.4,0.3,-14.8,-0.6,0.9%

# Structures above with a furan ring, fused or not:
SMILES,D2 PAM,TRHR enhancer,D2 antagonist,D1 PAM,D1 antag,D1 agonist,RXFP1 antag,D2 agonist,RXFP1 ag
Cc1c(NC(=O)c2cc3ccccc3o2)cccc1-c1nc2ccccc2o1,4.0,3.9,nt,0.1,10.8,9.8,-5.7,-2.8,-0.1%
COCCn1nnnc1C(c1ccc(Cl)cc1)N1CCN(C(=O)c2ccco2)CC1 (configuration not stated),3.5,3.4,1.4,12.7,-3.8,2.5,3.9,4.2,2.0%
O=C1NC(c2ccco2)Nc2ccccc21 (configuration not stated),1.2,-1.1,-2.8,6.5,3.8,4.3,-0.4,-0.4,1.5%
O=C(/C=C/c1ccc(S(=O)(=O)NCc2ccco2)cc1)N1CCN(c2ccccc2)CC1,10.4,-1.3,-0.1,-1.3,1.7,-1.6,-0.6,0.3,-0.8%

# Returning to the listing, starting 3 compounds before the break.
SMILES,D2 PAM,TRHR enhancer,D2 antagonist,D1 PAM,D1 antag,D1 agonist,RXFP1 antag,D2 agonist,RXFP1 ag
CCOC(=O)/C(=N/Nc1ccccc1)N1CCCc2ccccc21,1.0,5.6,8.4,-3.6,-2.3,9.7,-9.3,-1.2,-5.9%
Cc1c(NC(=O)CSc2ncccn2)c(=O)n(-c2ccccc2)n1C,9.0,-0.7,-3.9,-2.9,-0.3,1.6,3.3,0.4,-1.0%
Cc1cc(C)cc(Oc2ccc(S(=O)(=O)N3CCN(C)CC3)cn2)c1,8.1,-3.3,-19.9,-2.6,-10.4,0.3,-14.8,-0.6,0.9%
Cc1cnc(C(=O)OCC(=O)N2CCN(S(=O)(=O)c3ccc(Cl)cc3)CC2)cn1,-5.6,0.5,26.9,-3.5,-1.4,0.6,-13.9,0.2,0.8%
C=C(C)CNC(=S)N/N=C/c1ccc(N2CCOCC2)cc1,2.5,0.1,-9.5,-2.0,8.4,6.2,-6.7,-0.1,2.1%
CC(NC(=O)c1cccc(S(=O)(=O)N2CCN(Cc3ccccc3)CC2)c1)c1ccc(Cl)cc1 (configuration not stated),-4.1,-8.7,35.8*,-4.0,14.6,12.0,-2.0,0.9,-1.0%
Cc1ccc(CNC(=O)/C(C#N)=C\c2ccc(N(C)C)cc2)cc1,0.1,-7.0,-5.1,-2.1,3.3,17.5,nt,1.9,-1.9%
COc1ccc(-c2cc3c(=O)n(CC(=O)Nc4cc(F)ccc4F)ccn3n2)cc1OC,7.3,-0.3,nt,0.8,-0.6,-1.1,-4.6,1.2,16.3%
CCCCCNS(=O)(=O)c1cc(C)ccc1OC,-21.8,3.7,0.5,0.2,18.6,-1.1,-8.1,0.2,-2.1%
O=C(c1ccccc1F)c1cc2c(cc1[N+](=O)[O-])OCCO2,2.3,5.7,-7.0,-2.4,-9.2,1.6,-23.3,-2.6,2.5%
Cc1ccc(CN(C)C(=O)c2cc(COc3ccc(F)cc3Cl)on2)o1,-3.3,-5.8,-9.4,-1.2,-13.2,7.5,-15.5,-2.6,-1.3%
Cc1nnc(SCC(=O)N(C)C2CCCCC2)s1,-0.9,-1.7,21.6,-1.1,-14.5,4.4,1.6,0.1,0.7%
COc1cc(C=O)ccc1OCC(=O)Nc1ccc2c(c1)OCO2,-1.5,15.0,-22.1,-6.8,1.7,3.3,4.2,-0.9,1.1%
O=c1oc2ccccc2cc1-c1ccccc1,14.0,15.8,11.7,-3.2,-24.7,-0.5,9.6,0.3,7.4%
O=C(NCCN1CCOCC1)c1cc(Sc2ccc(F)cc2F)nc2ccccc12,nt,-4.0,-1.0,-1.6,5.5,0.4,7.9,-0.3,4.9%
O=C(Nc1cccc(NC(=O)c2cccs2)c1)c1ccc(Br)o1,0.9,-6.2,2.5,0.2,0.3,0.8,5.2,1.9,0.3%
CCOC(=O)c1ccc(NCCc2ccc(OC)c(OC)c2)c(N)c1,2.7,1.4,-9.8,-8.1,-11.2,4.5,-4.5,1.2,3.3%
CCOC(=O)N1CCN(C(=O)c2ccc3c(=O)n(Cc4ccc(OC)cc4)c(=S)[nH]c3c2)CC1,25.1,3.5,1.6,-6.8,7.3,-0.9,-1.4,0.9,-3.4%
O=C(NCc1ccco1)C1CC(c2ccccc2C(F)(F)F)=NO1 (configuration not stated),nt,3.9,nt,-4.8,7.5,4.6,nt,nt,-2.6%
Nc1nc(=S)[nH]c2c1C1(CCCCC1)Cc1ccccc1-2,-8.9,-3.8,-5.1,-3.5,-8.5,4.3,nt,1.6,2.6%
C=CCn1c(SCC(=O)Nc2nc3ccccc3s2)nc(O)c(CC)c1=O,-0.2,-5.3,9.8,0.9,4.7,2.7,-13.7,-0.5,0.0%
CCN(C(=O)CSc1nc(-c2ccccc2)c(-c2ccccc2)[nH]1)C1CCS(=O)(=O)C1 (configuration not stated),0.0,-0.7,3.7,-1.9,nt,3.8,-0.6,0.2,-0.5%
